Compound activity from PubChem.
Tb PFK inh = inhibitors of T. brucei phosphofructokinase; 330,000 tested, 0.17% active; T. brucei PFK, ADP-Glo luminescence; O15648; Potency, µM (top dose mostly 57.5 µM), for inactives: top-dose activity, negative = inhibition, hits mostly inhibitors;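 note: potency is the fitted concentration of half-maximal effect; 0% = uninhibited 1x PFK enzyme wells and -100% = no-enzyme wells; nearly all actives have a fitted effect of over 60% in size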
Target sequence (O15648 whole entry, looked up): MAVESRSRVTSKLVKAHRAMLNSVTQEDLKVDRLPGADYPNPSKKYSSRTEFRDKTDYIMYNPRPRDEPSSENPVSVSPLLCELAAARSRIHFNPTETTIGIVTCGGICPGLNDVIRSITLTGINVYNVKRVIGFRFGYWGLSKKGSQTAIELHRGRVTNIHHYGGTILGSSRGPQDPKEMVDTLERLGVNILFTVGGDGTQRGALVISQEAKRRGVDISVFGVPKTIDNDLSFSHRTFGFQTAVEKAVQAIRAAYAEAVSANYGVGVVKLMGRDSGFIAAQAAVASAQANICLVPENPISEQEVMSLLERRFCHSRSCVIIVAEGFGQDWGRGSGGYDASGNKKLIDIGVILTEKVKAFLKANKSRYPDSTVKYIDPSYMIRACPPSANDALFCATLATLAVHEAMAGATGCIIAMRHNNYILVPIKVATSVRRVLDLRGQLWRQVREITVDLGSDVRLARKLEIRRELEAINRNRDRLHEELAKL
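1.25 nM PFK with 0.5 mM F6P and 0.1 mM ATP in 0.1 M TEA pH 8.0, 5 mM MgCl2, incubated 45 min at room temperature; ADP measured by ADP-Glo luminescence; compounds titrated up to 57 uM.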
Integrin act MD = activates integrin-mediated alleviation for muscular dystrophy | 350,000 tested, 0.064% active | alpha7betagal myoblasts, beta-gal FDG fluorescence, 48 h | Potency, µM (titrated, usually from 38.3 µM), inactives show top-dose activation, hits mostly activators | AID 624291;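 note: potency is the fitted concentration of half-maximal effect; 100% = response of the positive control SU9516; nearly all actives have a fitted effect of over 60% in size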
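Alpha7betagal+/- myoblasts (passage 13) were plated 16-24 hr, then exposed to compounds (1:260 dilution of DMSO stock) for 48 hours at 37C. After MPER lysis, β-galactosidase reporter activity was read as FDG fluorescence (ex 480/em 540) after 30 minutes.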
AT treatment = potential ataxia-telangiectasia treatment. […] A-T fibroblasts, KAP-1 phosphorylation AlphaLISA; neocarzinostatin DNA damage 30 min before lysis. Potency, µM (titrated, usually from 57.5 µM), inactives show at the highest dose activation, actives largely listed as activators. 320,000 tested, 0.19% active; note: potency is the fitted concentration of half-maximal effect; % of control where 0% means no effect; nearly all actives have a fitted effect of over 45% in size
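ATM-like activity read as KAP-1 phosphorylation via AlphaLISA donor/acceptor antibody pairs after lysis and 6 hr at 25C. Cells were ATM-null patient fibroblasts ([…], hTERT), dosed 60 min, then exposed to the DSB inducer NCS for 30 min.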
TCR act = activators of T cell receptors; primary human leukocytes, anti-CD3, IL-2 HTRF, 48 h; Potency, µM (highest dose often 9.22 µM), without a hit: at the top dose activation of IL-2 secretion, hits mostly activators; 330,000 tested, under 10 active; AID 504894; note: % of control where 0% means no effect
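Using a-CD3 beads without co-stimulation, primary human leukocytes were exposed to compounds for 48 hr. An HTRF IL-2 kit measured the cytokine, with europium-to-d2 energy transfer producing emission at 665nm upon 320nm excitation.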
TSHR antagonist = blocks TSH signaling through the human TSH receptor; TSHR-expressing cells, TSH-stimulated cAMP HTRF, 2 h; active compounds read low; activity change, negative = inhibition, % at 11.5 µM; 330,000 tested, 0.2% active; AID 504810;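 active = activity change below a set negative limit, meaning inhibition stronger than a set level, cut at about -70% in these data; inconclusive = activity change between two set negative limits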; note: % is set by controls: 0 for no effect and ±100 for the full control effect
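Freshly harvested TSHR cells receive pin-tooled compound, then EC80 TSH at 4nM final. After 2 hours at 37 deg C, antibody in lysis buffer and cAMP-d2 are added; 30 minutes at ambient temperature precede the HTRF read.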
ELG1 DNA repair = inhibitors of ELG1-dependent DNA repair in HEK293T cells; HEK293T ELG1-luciferase reporter, luminescence, 16 h; DNA damage induced by 5-fluorouridine; Potency, µM (doses to about 46.1 µM), inactives show top-dose activity change, negative = inhibition, actives largely listed as inhibitors; 330,000 tested, 2.3% active; AID 504467; note: potency is the fitted concentration of half-maximal effect; % is set by controls: 0 for no effect and ±100 for the full control effect; nearly all actives have a fitted effect of over 55% in size
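Reporter activity after DNA damage by 5-fluorouridine is monitored. Compound-treated cells incubate 16 hr at 37 °C, then ONE-Glo is added for 30 min before luminescence reading.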
Mito fusion yeast = blocks mitochondrial division or promotes mitochondrial fusion; S. cerevisiae fusion-defective mutant growth rescue, CellTiterGlo 48 h; Potency, µM (doses to about 46.1 µM), inactives show top-dose growth rescue (activation), actives largely listed as activators; 320,000 tested, 0.23% active; AID 485298;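 note: potency is the fitted concentration of half-maximal effect; % of control where 0% means no effect; nearly all actives have a fitted effect of over 45% in size; temperature-sensitive fusion mutants such as fzo1-1 at 37 °C on non-fermentable ethanol glycerol medium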
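Growth-rescue viability read-out: after 48 h at the non-permissive 37C in glycerol/ethanol YPEG, yeast mitochondrial fusion mutants are measured by CellTiterGlo luminescence; compounds (23 nl pinned per well) restoring growth score as division inhibitors or fusion activators.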
BCR signal inh = inhibitors of chronic active B-cell receptor signaling; ABC-DLBCL IkBa-CBG/CBR reporter, luminescence ratio, 4 h; AID 493014; 340,000 tested, 0.05% active; Potency, µM (doses to about 46.1 µM), for the others: at the top dose ratio change, negative = lower green/red ratio, actives largely listed as inhibitors; active = well fitted inhibition curve with a large enough effect in the signal ratio, with a control signal flat, not every such curve was filed as active; inconclusive = small, poorly fitted or top-dose-only effect, or effect the other way, or a change in a side signal; the % refers to the signal ratio;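 note: potency is the fitted concentration of half-maximal effect; plate controls were basal doxycycline-induced cells for no effect and cells given 10 µM MG132 for full effect; MG132 reads +100%, hits lower the ratio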
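Cell line TMD8 (human ABC DLBCL), stably expressing tet-inducible CBG68-IkBa fusion and CBR; IMDM/0.5% FBS; cpd up to 46 uM; dox induction, 4 h, 37C/5% CO2; dual luminescence; green/red ratio; MG132 control.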
PTAP TSG101 blk = blocks PTAP/TSG101 interaction to inhibit HIV-1 budding. AID 493005. Potency, µM (titrated, usually from 115 µM), without a hit: at the top dose activity change, negative = inhibition, most hits filed as inhibitors. 340,000 tested, under 10 active. Q99816. Fluorescence polarization, FITC-PTAP peptide / Tsg101 binding; active = well fitted inhibition curve with a large enough effect in the main read-out, with a control signal flat, not every such curve was filed as active; inconclusive = small, poorly fitted or top-dose-only effect, or effect the other way, or a change in a side signal; inactive = no such curve, though single readings can be large or run the other way; note: potency is the fitted concentration of half-maximal effect; % of control where 0% means no effect
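FP read-out: FITC-PTAP peptide, 50 nM final, binding Tsg101 binding domain, 10 uM final; 20 min, r.t.; 10 mM HEPES pH 7.5, 0.15 M NaCl, 0.01% Tween 20, 3 mM EDTA, 0.1 mM TCEP.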
Eya2 inh = blocks the phosphatase activity of human Eya2 | O00167 | 330,000 tested, 0.006% active | AID 488837 | Potency, µM (titrated, usually from 76.9 µM), without a hit: top-dose activity, negative = inhibition, most hits filed as inhibitors | recombinant Eya2, OMFP fluorescence dephosphorylation (OMFP is methylfluorescein phosphate); note: potency is the fitted concentration of half-maximal effect; % is set by controls: 0 for no effect and ±100 for the full control effect
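Eya2 (0.2 uM) preincubated 10 min at ambient with compound, then OMFP substrate added at 50 uM; 10 min reaction in 50 mM HEPES pH 7.5, 50 mM NaCl, 5 uM MgCl2, 0.05% BSA, 1 mM DTT. Fluorescence read at Ex 485/Em 525 nm.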
S-ASM inh = inhibitors of human secretory acid sphingomyelinase; P17405; placental ASM, HMU-PC fluorogenic substrate, 60 min; Potency, µM (titrated, usually from 57.5 µM), for the others: top-dose activity change, negative = inhibition, actives largely listed as inhibitors; 340,000 tested, 0.006% active; AID 504937; note: potency is the fitted concentration of half-maximal effect
Target sequence (P17405 47-631 limits assumed): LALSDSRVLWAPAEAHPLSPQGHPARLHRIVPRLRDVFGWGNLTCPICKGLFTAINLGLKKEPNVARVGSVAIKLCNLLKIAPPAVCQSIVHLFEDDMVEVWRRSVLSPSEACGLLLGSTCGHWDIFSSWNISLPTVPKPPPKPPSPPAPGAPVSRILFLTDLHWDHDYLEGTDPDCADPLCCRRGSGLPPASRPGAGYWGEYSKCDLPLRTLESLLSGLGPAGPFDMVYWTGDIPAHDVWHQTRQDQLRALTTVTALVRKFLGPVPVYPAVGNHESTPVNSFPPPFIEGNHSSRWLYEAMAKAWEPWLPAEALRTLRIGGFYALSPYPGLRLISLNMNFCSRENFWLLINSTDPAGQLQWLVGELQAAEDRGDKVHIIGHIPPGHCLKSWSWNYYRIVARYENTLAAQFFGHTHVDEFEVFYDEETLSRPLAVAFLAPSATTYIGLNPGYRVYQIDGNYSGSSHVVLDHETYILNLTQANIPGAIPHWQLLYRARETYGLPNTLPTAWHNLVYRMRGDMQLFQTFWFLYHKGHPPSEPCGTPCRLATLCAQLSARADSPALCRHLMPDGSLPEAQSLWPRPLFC
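Fluorescence read-out (Ex 386 nm, Em 447 nm) after stopping the reaction at pH 10. Enzyme: ASM from human placenta; substrate HMU-PC0, 9 uM final; 60 min, 37 °C. Compound preincubation 10 min, ambient temperature.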
* marks the source's active call; other numbers are inactive results; ? = inconclusive; / = no result given; [ ] = another dose, or the depositor's remark. Unless noted, calls come from the whole dose curve; as a rule, active = well fitted curve in the direction sought with a large enough effect; inconclusive = small, poorly fitted or top-dose-only effect, or another doubt; inactive = no such curve, though single readings can be large; an effect the other way counts as inactive or inconclusive. Rows are unselected. About 3.2% of those tested had a hit in this group.

Compound	Tb PFK inh	Integrin act MD	AT treatment	TCR act	TSHR antagonist	ELG1 DNA repair	Mito fusion yeast	BCR signal inh	PTAP TSG101 blk	Eya2 inh	S-ASM inh
CCCn1c2ccccc2c2nnc(SC(CC)C(=O)Nc3sc4c(c3C#N)CCCC4)nc21 (centres undefined)	-3%	-7%	5%	-6%	16	?	2%	?	-3%	-1%	-7%
Cc1nn(C(C)C(=O)Nc2sc3c(c2C#N)CCCC3)c(C)c1[N+](=O)[O-] (centres undefined)	0%	15%	5%	-5%	-21	?	1%	22%	-11%	-14%	-3%
CC(=O)c1c(C)[nH]c(C(=O)Nc2ccc(Cl)c(S(=O)(=O)N(C)C)c2)c1C	-2%	-31%	-4%	-8%	10	?	-13%	0%	-5%	4%	-3%
Cc1csc(NC(=O)c2ccc(C)c(S(=O)(=O)N3CCCCC3)c2)n1	1%	-34%	-2%	-6%	-5	?	0%	-1%	-5%	2%	2%
O=C(NCC1CC1)Nc1ccc(Cl)cc1	-13%	3%	-4%	-9%	-12	?	5%	?	2%	-2%	5%
Cc1ccc(-c2nn(C)c(=O)c3ccccc23)cc1CO	-2%	-15%	4%	-2%[46.1 µM]	5	?	-2%	?	-5%	-3%	0%
COc1ccc(N2C(=S)NC3N2C(=S)NC3(C)c2ccccc2)cc1 (centres undefined)	-2%	7%	-1%	-3%	16	0%	-3%	?	-1%	-28%	2%
COC(=O)C(NC(=O)c1ccco1)(Nc1nc(C2CC2)cs1)C(F)(F)F (centres undefined)	2%	20%	2%	-5%	9	0%	6%	-1%	-7%	-3%	-4%
O=C(Nc1cccc([N+](=O)[O-])c1)Nc1ccc2c(c1)OCCO2	0%	-10%	-2%	3%	9	?	3%	0%	0%	0%	-1%
COc1ccc(-c2csc3ncnc(N4CCN(S(=O)(=O)c5cccc(Br)c5)CC4)c23)cc1	3%	-22%	30%	-2%	-15	?	10%	0%	-2%	-12%	-3%
O=C1OC(c2ccc(F)cc2)=N/C1=C\C=C/c1ccccc1	0%	17%	-9%	4%	-4	8%	16%	?	1%	5%	4%
Cc1ccc(C)c(S(=O)(=O)Nc2ccc(O)cc2)c1	0%	11%	-12%	1%	-7	-28%	0%	-10%	-3%	10%	6%
N#C/C(=C\c1ccccc1[N+](=O)[O-])C(=O)Nc1ccc(S(N)(=O)=O)cc1	0%	-22%	-4%	-5%	-3	-4%	-3%	8%	-2%	-14%	1%
O=C(COC(=O)c1n[nH]c2ccccc12)Nc1cccc(S(=O)(=O)N2CCOCC2)c1	0%	6%	1%	-1%	-8	-13%	-5%	-16%	-1%	1%	-9%
Cc1nc(N2CCOCC2)[nH]c(=O)c1[N+](=O)[O-]	0%	?	1%	-4%	-8	-5%	0%	?	-10%	12%	-2%
O=C1CCCC2=C1C(c1cccs1)Nc1ccccc1N2 (centres undefined)	-2%	2%	1%	-3%[46.1 µM]	6	0%	-3%	1%	0%	1%	1%
CCOC(=O)c1ccc(/C=C2\c3ccccc3C(=O)N2c2ccccc2)cc1F	5%	-26%	-1%	1%	-9	?	/	-1%	-3%	-17%	-13%
Cc1nn(CC(=O)N2CCN(c3ccccc3)CC2)c(=O)c2ccccc12	-2%	15%	1%	-14%	-6	-5%	3%	1%	-1%	-2%	-6%
COc1cccc2c1c(NC(=O)c1cc(C)on1)nn2C	1%	14%	0%	-1%	6	-1%	-2%	3%	1%	0%	-1%
C=CCn1c(COc2ccccc2F)nnc1SCC(=O)Nc1cc(C)on1	-1%	10%	3%	-1%	-3	-12%	-3%	-1%	-1%	0%	-1%
Cc1nn(Cc2ccccc2Cl)c(C)c1NC(=O)c1noc2c1CCCCC2	0%	20%	-3%	1%	-8	-13%	12%	4%	-4%	15%	-2%
Cn1cnnc1SCc1cccc(Br)c1	-5%	14%	6%	-4%	12	?	0%	4%	-3%	-4%	0%
O=C(CCn1ccc2ccccc21)Nc1ccc(N2CCOCC2)cc1	1%	-5%	5%	/	-5	-19%	1%	4%	-7%	18%	2%
CCCC(=O)N1CCN(c2nc3ccc(Br)cc3s2)CC1	-2%	0%	1%	5%	-29	?	1%	?	-10%	7%	-2%
Cc1ccc2ncccc2c1[N+](=O)[O-]	0%	-10%	4%	2%[46.1 µM]	7	7%	-3%	-17%	-1%	1%	0%
COCCCN(Cc1cccs1)S(=O)(=O)c1c[nH]c(C(=O)OC)c1	-10%	-15%	8%	-5%	3	16%	-1%	0%	-3%	15%	0%
Fc1ccc(-c2n[nH]c(=S)n2Cc2ccccc2)cc1	-3%	2%	-10%	7%	-7	0%	-14%	?	-4%	8%	1%
CC(=O)Nc1cc(-c2nc3ccccc3o2)ccc1Cl	3%	-1%	-5%	-3%	-9	?	5%	?	9%	-11%	-2%
Cc1noc(C)c1-c1ccc2ncnc(NCC3CCCCN3C)c2c1 (centres undefined)	1%	/	-4%	10%	24	?	-6%	?	-2%	3%	2%
O=C(COc1ccc(Cl)cc1Cl)Nc1ccc(CN2CCCCC2)cc1	-4%	-4%	-1%	1%	2	1%	0%	8%	-2%	-2%	-8%
Cc1cc(C(=O)OCC(=O)NCc2ccc(Cl)cc2Cl)c(C)o1	-10%	-11%	-7%	-3%	-17	5%	-3%	1%	-3%	-1%	0%
CC(NC(=O)CN1C(=O)NC(C)(C2CC2)C1=O)c1ccc(F)cc1 (centres undefined)	-15%	-19%	1%	-6%	7	?	0%	-13%	-4%	-4%	1%
O=C(O)C(CCCCN1C(=O)c2ccccc2C1=O)N1C(=O)c2ccccc2C1=O (centres undefined)	?	-5%	27%	0%	6	0%	2%	-1%	-1%	5%	0%
CCOc1ccc(-c2noc(CCC(=O)O)n2)cc1	0%	5%	-6%	-7%	-8	?	1%	?	-2%	24%	0%
O=C1CC(c2ccccc2)n2nc(N3C(=O)CCC3=O)nc2N1 (centres undefined)	2%	7%	1%	0%	5	6%	1%	6%	-1%	10%	4%
O=C1[C@H]2[C@@H](c3ccc(Cl)cc3)N3C(=O)N(c4cccc(Cl)c4)C(=O)[C@@]3(Cc3ccccc3)[C@H]2C(=O)N1C1CCCCC1	0%	0%	7%	-6%	-11	?	14%	7%	-2%	-28%	1%
COc1ccccc1OC(C)C(=O)Nc1ccc2c(c1)n(C)c(=O)n2C (centres undefined)	-16%	-12%	13%	-53%	-11	?	1%	-10%	-9%	7%	-1%
O=C(CSc1ncnc2c1oc1ccccc12)N1CCCc2ccccc21	-2%	-9%	13%	-3%	-29	?	21%	?	-5%	15%	4%
Cn1cccc1Cc1nnc(SCC(=O)NCc2ccco2)n1-c1ccc(F)cc1	-8%	-4%	-2%	-6%	3	7%	-3%	1%	2%	9%	2%
COc1ccc(C/C(C)=N/NC(=O)c2cc(C)oc2C)cc1	-7%	-5%	-6%	-2%[46.1 µM]	3	20%	0%	?	-2%	0%	5%
COC(=O)c1c(NC(=O)COC(=O)c2ccccn2)sc(C)c1C	0%	-5%	14%	3%	7	0%	2%	-3%	0%	1%	-4%

Part of the list above, with values under each structure:
Sequence of screens – Tb PFK inh | Integrin act MD | AT treatment | TCR act | TSHR antagonist | ELG1 DNA repair | Mito fusion yeast | BCR signal inh | PTAP TSG101 blk | Eya2 inh | S-ASM inh
COc1ccc(C/C(C)=N/NC(=O)c2cc(C)oc2C)cc1
  -7% | -5% | -6% | -2%[46.1 µM] | 3 | 20% | 0% | ? | -2% | 0% | 5%
COC(=O)c1c(NC(=O)COC(=O)c2ccccn2)sc(C)c1C
  0% | -5% | 14% | 3% | 7 | 0% | 2% | -3% | 0% | 1% | -4%
